Source: PubChem (several laboratories)
Shn3 3UTR inh: inhibitors of Schnurri-3 3'UTR reporter in osteoblasts; 360,000 compounds, 0.52% hits; inhibition, % at 12.5 µM; Clone20 osteoblast Shn3 3'UTR firefly luciferase, 24 h;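 active = mean inhibition of at least 75% with every replicate also reaching 75%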;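 also: 0% = median of neutral control wells and 100% = pilot-screen positive control compound; some compounds past the cut are filed as inactive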
TROY NFkB inh: TROY signaling inhibition | inhibition, % at 10 µM | 360,000 compounds, 0.98% hits | AID 1347056 | Q293 LMP1-TROYcd NF-kB luciferase reporter, 4 h;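 active = compounds whose plate-normalised and pattern-corrected inhibition of the luciferase reporter signal at the single screening dose is 50% or more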
LRH-1 inv ag: suppresses constitutive activity of human LRH-1 | O00482 | HEK293T StAR-luciferase reporter, LRH-1 transfected, 24 h | inhibition, % at 3.6 µM | 360,000 compounds, 0.13% hits;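 active = inhibition above the mean inhibition of all tested compounds plus 3 SD, cut at about 73% in these data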;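 also: 0% = DMSO wells and 100% = reporter-only cells lacking LRH-1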
NCOA3 inh: inhibits human SRC3 coactivator; AID 588352; 360,000 compounds, 0.17% hits; HEK293 GAL4-SRC3 luciferase reporter, luminescence; inhibition, % at 3.6 µM; Q9Y6Q9;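 active = inhibition above a per-campaign cutoff, the mean of all compounds plus 3 SD, cut at about 60% in these data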;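 also: 0% = DMSO-treated cells and 100% = gossypol-treated cells at 36 µM; higher means less SRC3-driven luciferase light from the GAL4 reporter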
LMP1 NFkB inh: inhibitors of Epstein-Barr LMP1-induced NF-kappaB reporter. inhibition, % at 12.5 µM. LMP1-induced NF-kappaB luciferase reporter cells, luminescence. 350,000 compounds, 0.69% hits. AID 504558; in the data active = inhibition above about 41%;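 also: 0% = neutral control wells and 100% = reference inhibitor control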
NR2F2 inh: NR2F2 (human) inhibition, primary screen | P24468 | HEK293T NGFI-A luciferase reporter, luminescence | inhibition, % at 8.6 µM | 370,000 compounds, 0.7% hits | AID 686940;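 active = inhibition above a per-plate cutoff, mean inhibition of test wells between control levels plus 3 SD, cut at about 38% in these data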;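 also: cells cotransfected with COUP-TFII expression vector driving the NGFI-A reporter; 0% = median of COUP-TF2 test wells and 100% = reporter-only cells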
KKLEB cytotox: reduces viability of KKLEB cystic fibrosis airway cells; activity change (cytotoxicity), % at 5 µM; AID 602141; KKLEB CF airway cells viability, ATPlite luminescence, overnight; hits give low values; cells stimulated with P. aeruginosa culture filtrate; 360,000 compounds, 0.36% hits;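 active = corrected activity change at or below -50% at 5 µM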
TWEAK Fn14 block: inhibitors of TWEAK-Fn14 interaction signaling. TWEAK-stimulated Fn14 reporter cells, luciferase luminescence, 8 h. inhibition, % at 10 µM. 360,000 compounds, 2% hits; in the data active = inhibition above about 50%
SRC1 inh: inhibitors of human steroid receptor coactivator 1 (SRC1); HEK293 GAL4-SRC1 luciferase reporter, luminescence; inhibition, % at 3.6 µM; 360,000 compounds, 0.12% hits;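 active = inhibition above the campaign mean plus 3 SD, with each screening campaign given its own cutoff, cut at about 60% in these data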;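 also: 0% = DMSO treated cells and 100% = gossypol at 36 µM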
Target sequence (Q15788 whole entry, looked up, the tested form may be a part): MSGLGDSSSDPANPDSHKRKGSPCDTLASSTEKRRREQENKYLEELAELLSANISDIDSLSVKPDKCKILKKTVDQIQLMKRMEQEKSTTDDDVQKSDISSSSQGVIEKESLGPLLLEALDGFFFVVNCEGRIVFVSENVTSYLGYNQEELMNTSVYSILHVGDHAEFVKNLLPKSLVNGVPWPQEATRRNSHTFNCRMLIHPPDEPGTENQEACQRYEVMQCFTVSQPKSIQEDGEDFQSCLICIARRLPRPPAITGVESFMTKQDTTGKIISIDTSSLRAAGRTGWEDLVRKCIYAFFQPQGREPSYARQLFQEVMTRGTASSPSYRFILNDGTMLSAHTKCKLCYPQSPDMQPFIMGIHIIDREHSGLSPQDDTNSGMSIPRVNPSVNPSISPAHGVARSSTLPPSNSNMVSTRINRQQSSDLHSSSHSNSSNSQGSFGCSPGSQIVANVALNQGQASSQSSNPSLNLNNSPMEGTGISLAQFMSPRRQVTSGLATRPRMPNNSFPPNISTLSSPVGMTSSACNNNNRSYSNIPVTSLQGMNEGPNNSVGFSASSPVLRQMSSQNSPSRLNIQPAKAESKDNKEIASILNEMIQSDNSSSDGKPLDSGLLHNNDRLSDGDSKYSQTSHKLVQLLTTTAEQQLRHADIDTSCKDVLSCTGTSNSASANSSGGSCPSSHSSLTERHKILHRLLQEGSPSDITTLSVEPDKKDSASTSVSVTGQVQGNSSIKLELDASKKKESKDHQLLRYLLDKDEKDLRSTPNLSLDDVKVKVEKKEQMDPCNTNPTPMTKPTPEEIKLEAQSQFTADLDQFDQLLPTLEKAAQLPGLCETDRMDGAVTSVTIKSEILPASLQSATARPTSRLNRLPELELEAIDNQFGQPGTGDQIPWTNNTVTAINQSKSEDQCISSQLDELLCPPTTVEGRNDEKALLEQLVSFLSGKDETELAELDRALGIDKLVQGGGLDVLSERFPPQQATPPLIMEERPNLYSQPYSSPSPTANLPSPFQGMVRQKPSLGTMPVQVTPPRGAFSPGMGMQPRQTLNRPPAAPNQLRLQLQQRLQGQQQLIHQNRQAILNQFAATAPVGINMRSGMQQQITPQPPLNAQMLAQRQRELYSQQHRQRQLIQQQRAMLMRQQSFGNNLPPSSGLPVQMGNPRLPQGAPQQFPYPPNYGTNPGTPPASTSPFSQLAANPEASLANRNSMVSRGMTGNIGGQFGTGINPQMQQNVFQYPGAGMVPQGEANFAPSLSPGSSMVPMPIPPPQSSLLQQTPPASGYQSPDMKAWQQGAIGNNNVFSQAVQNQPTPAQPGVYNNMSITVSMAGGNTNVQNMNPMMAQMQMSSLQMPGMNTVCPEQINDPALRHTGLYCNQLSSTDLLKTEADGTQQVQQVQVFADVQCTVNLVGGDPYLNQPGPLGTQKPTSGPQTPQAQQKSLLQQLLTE
CF NFkB block: blocks PAF-induced NF-kB reporter in cystic fibrosis cells; KKLEB NF-kB-GFP reporter, GFP fluorescence overnight; inhibition, % at 5 µM; 360,000 compounds, 0.86% hits; AID 588850;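 active = at least 50% inhibition at 5 µM, scaled per plate between neutral and stimulator controls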;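 also: PAF is a Pseudomonas aeruginosa culture filtrate used as stimulus; plate controls were PAF-stimulated DMSO wells for no effect and unstimulated DMSO wells for full effect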
TRAIL sens C8: sensitizes caspase-8 expressing cells to TRAIL. NB7+C8 cells + TRAIL, ATPlite viability luminescence. AID 624354. 360,000 compounds, 1% hits. inhibition (viability loss, TRAIL sensitization), % at 10 µM;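 active = compounds causing at least 50% loss of cell viability in the single-dose screen, relative to plate controls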
Starred values were filed as active, the others as inactive; · = not tested or not shown.

SMILES	Shn3 3UTR inh	TROY NFkB inh	LRH-1 inv ag	NCOA3 inh	LMP1 NFkB inh	NR2F2 inh	KKLEB cytotox	TWEAK Fn14 block	SRC1 inh	CF NFkB block	TRAIL sens C8
c1ccc(-n2ncc3c(NCc4ccc5c(c4)OCO5)ncnc32)cc1	4	-34	-11	-19	-22	-5	0	-20	-9	9	3
Cc1ccc2c(c1)N(CC(=O)NCC1CCCO1)C(=O)CO2 (stereo not given)	5	6	-2	5	1	13	6	16	-2	-12	-10
CN(C)/N=C/c1ccc(/C=N/NC(N)=S)o1	8	11	-1	10	-3	-9	5	18	-14	7	-24
COCCCNC(=O)CC1C[C@H](C(=O)N(C(C)C)C(C)C)[C@@]2(C)c3[nH]c4ccc(OC)cc4c3CCN2C1=O (stereo not given in full)	-2	3	12	-5	1	-23	12	-8	-36	-25	0
CC1=C(C(=O)Nc2ccccc2C(=O)N2CCN(c3ccccc3)CC2)SCCO1	12	0	7	-11	5	8	-8	-3	-7	12	-6
COc1cccc(C(=O)N/N=c2\sc3ccccc3n2C)c1	4	-14	1	-16	-2	-6	2	-18	-10	16	-9
Cc1nnc(SCc2cc(=O)[nH]c(Nc3nc(C)c4cc(C)c(C)cc4n3)n2)s1	7	0	-2	21	-11	-15	-8	-37	-1	-21	4
C/C(=N\OCc1ccc(C#N)cc1)c1ccc(S(=O)(=O)N(C)C)cc1	-40	36	-14	-47	-12	-9	7	5	-22	-12	6
CCN(Cc1ccncc1)C(=S)Nc1ccc(Cl)cc1	49	-29	10	-1	-4	8	-3	-15	7	-10	-6
CCc1cc2cc(C)cc(C)c2nc1SCC(=O)NNC(=O)c1ccco1	-7	8	-9	-2	10	-4	-1	-20	5	3	-7
Cc1ccc(C(NC(=O)CN2C(=O)NC3(CCCC3)C2=O)c2ccccc2)cc1 (stereo not given)	16	-7	3	-4	5	-26	6	1	13	-6	0
Cc1ccc(-c2cc(-c3ccc(F)cc3)c(C#N)c(N)n2)o1	6	-1	-12	13	-5	22	-5	14	0	4	-2

Record cards, as listed above. Screens in order: Shn3 3UTR inh	TROY NFkB inh	LRH-1 inv ag	NCOA3 inh	LMP1 NFkB inh	NR2F2 inh	KKLEB cytotox	TWEAK Fn14 block	SRC1 inh	CF NFkB block	TRAIL sens C8
CCc1cc2cc(C)cc(C)c2nc1SCC(=O)NNC(=O)c1ccco1 across the screens: -7	8	-9	-2	10	-4	-1	-20	5	3	-7
Cc1ccc(C(NC(=O)CN2C(=O)NC3(CCCC3)C2=O)c2ccccc2)cc1 (stereo not given) across the screens: 16	-7	3	-4	5	-26	6	1	13	-6	0

Further compounds
SMILES	Shn3 3UTR inh	TROY NFkB inh	LRH-1 inv ag	NCOA3 inh	LMP1 NFkB inh	NR2F2 inh	KKLEB cytotox	TWEAK Fn14 block	SRC1 inh	CF NFkB block	TRAIL sens C8
COc1ccc(CC(=O)N(C)Cc2ccc(OC(F)F)cc2)cc1S(=O)(=O)N1CCOCC1	6	1	-14	3	2	10	-2	10	-7	-7	-1
COc1nccnc1NS(=O)(=O)c1ccc(NC(=S)NC(=O)c2ccccc2)cc1	-34	-5	0	0	0	9	3	11	-7	0	-8
CC(=O)Nc1sc2c(c1C(c1ccccn1)N1CCN(C)CC1)CCCC2 (stereo not given)	-15	-14	4	-1	-11	-15	-3	5	8	16	-2
CC1(C)OC(=O)C(=CNNc2c(Cl)cc(Cl)cc2Cl)C(=O)O1	-13	-12	-16	11	-2	7	-3	-18	4	8	-12
Cc1cc(C)cc(C(=O)NCC(=O)OC(C)C(=O)N(C)c2ccccc2)c1 (stereo not given)	4	6	19	6	5	14	4	5	2	-2	-1
CCC(=O)c1c[nH]c(C(=O)N2CCOCC2)c1	-8	-13	11	5	-6	1	8	-2	2	5	-4
Cc1ccc(N2C(=O)C3C4C=CC(CC4)C3C2=O)cc1Cl (stereo not given)	-2	18	11	10	-4	11	-12	-10	-6	17	5
COC(=O)N/N=C/c1c[nH]c2ccccc12	-9	-38	-4	-2	-2	-1	-2	16	-30	-11	-3
c1ccc2c(CNCCN3CCOCC3)cccc2c1	-7	-7	0	13	3	10	-9	-5	6	-2	-8
C(=N\n1cnnc1)/c1ccc(OC2CSC2)cc1	-14	-5	9	-1	-5	-20	11	-20	-1	3	-4
Cc1nn(CC(=O)Nc2nccs2)c(C)c1[N+](=O)[O-]	-14	2	14	17	3	18	-8	0	-1	-12	2
CCC(CC)CN1C(N(C)C)=NC[C@@H]1CC(C)C	84	-22	2	-3	-12	-22	26	13	-16	-32	-3
CCOC(=O)Cc1ccc(NC(=O)c2ccc([N+](=O)[O-])cc2)cc1	11	-11	-48	-17	-10	-5	2	-10	-20	11	32
CN(C)C(CNC(=O)c1cccc(S(=O)(=O)NCc2ccccc2)c1)c1ccco1 (stereo not given)	-5	-10	0	19	-3	3	4	1	-8	-10	3
COC(=O)CC1SCCNC1=O (stereo not given)	-11	5	-26	6	9	-2	-1	-15	19	-4	-13
FCCCOc1ccc(/C=N/OCc2ccc(Cl)cc2)cc1	8	-19	-13	2	-4	-2	0	-17	-17	8	5
Cc1cc(Cl)ccc1OC(C)C(=O)OCC(=O)Nc1ccc2[nH]c(=O)[nH]c2c1 (stereo not given)	-4	8	-15	3	-2	-11	-9	-8	1	13	4
CC1CCN(S(=O)(=O)c2nnc(NC(=O)c3cccc(Cl)c3)s2)CC1	-3	26	8	4	1	11	-17	2	-6	37	21
O=C(NC(=S)Nc1ccc(N2CCOCC2)c(Cl)c1)c1cncc(Br)c1	-3	11	15	1	8	12	11	7	-7	6	-4
CC(=O)C1C(c2ccccc2OC(F)F)NC(=O)NC1(O)C(F)(F)F (stereo not given)	-24	4	-5	7	2	-12	-3	-15	5	-10	-4
CCS(=O)(=O)N1CCN(C(=O)c2cccnc2)CC1	-1	-2	8	-13	-5	21	13	2	0	-1	12
Cc1cc2c(C)nc(N/N=C/c3ccc([N+](=O)[O-])cc3)nc2o1	4	-26	-27	7	7	-15	4	-45	7	-24	0
COC(=O)c1ccccc1NC(=O)Cc1ccccc1OC	-6	-6	16	7	-13	-2	4	-3	-11	-19	-13
O=C(NCCc1ccccc1)c1ccc(CS(=O)(=O)c2ccc(Cl)cc2)o1	6	8	12	17	-3	-21	-3	5	12	-1	-12
CCC1CC(=O)CCN1S(=O)(=O)c1ccc(C)cc1 (stereo not given)	-4	-3	-5	-13	0	-2	-1	3	-1	5	-5
CCN(CC(=O)Nc1ccc(NC(C)=O)cc1)C(=O)CN1C(=O)C2CCCCC2C1=O (stereo not given)	5	-4	0	16	1	1	3	8	10	7	-10
CCN(CC)c1ccc(C2C(C(=O)Nc3ccccn3)=C(C)NC3=C2C(=O)CC(C)(C)C3)cc1 (stereo not given)	8	6	-30	-14	0	3	-12	-20	-3	5	-5
O=[N+]([O-])c1ccc(CSc2nnc(Cc3ccccc3)n2-c2ccc(F)cc2)cc1	34	10	3	11	0	11	-8	2	18	-7	-4
COC(=O)c1ccc(C(=O)OC)c(NC(=O)CSc2ccccn2)c1	2	2	-12	-3	0	0	2	-2	-7	-12	-2
Cc1ccc(C(=O)c2c(NC(=O)c3ccncc3)sc3c2CCCC3)cc1	-12	14	-13	-8	15	-3	-13	11	-11	26	-2
CCOc1cc(/C=N/NC(=O)CN2CCCCC2)ccc1OCc1ccc(Cl)cc1	-1	-2	-11	9	-14	-1	1	-5	8	10	10
CSc1cccc(CNC(=O)C2CCC(=O)N(CCCN3CCCC3=O)C2)c1 (stereo not given)	-29	-29	-4	-12	-6	2	-5	-7	-25	-3	-2
CN(c1ccccc1)S(=O)(=O)c1cc(C(=O)OCC(=O)c2c(N)n(C)c(=O)n(C)c2=O)ccc1Cl	9	32	-18	-15	2	-1	-16	1	5	12	-2
COc1ccccc1-c1ccccc1C1=CC(=O)CC(C)(C)C1=O	11	0	-14	-14	61*	-8	0	9	-21	6	-11
COC(=O)CN1C(=O)COc2ccc(Cl)cc21	18	7	11	15	4	8	-1	3	-27	11	-1
COc1ccccc1NC(=S)NCCc1c[nH]c2ccccc12	5	-1	28	24	-17	-3	6	4	-9	-2	-1
Cc1cc(C)c(NS(=O)(=O)c2ccccc2)c(C)c1	10	1	-3	-30	0	10	-5	5	5	4	-8
O=S(=O)(c1cccs1)N1CCN(Cc2ccccc2)CC1	-5	11	13	14	-3	-4	19	-16	2	-22	-14
Cc1cc(C(F)(F)F)nc(SCC(=O)NC2CC3CCC2C3)n1 (stereo not given)	-9	·	-12	4	-1	8	-17	7	4	8	-8
Cc1nc(CNC(=O)c2ccccc2OC2CCN(S(C)(=O)=O)CC2)cs1	2	0	-7	3	-1	-13	6	-5	-6	-14	5
CCOC(=O)N1CCC(NC(=O)CCCN2C(=O)CSc3ncccc32)CC1	4	12	7	13	3	-4	4	8	-29	-5	22
CC(C)=CCN1CCN(CC#Cc2ccccc2)CC1CCO (stereo not given)	7	-7	-4	-3	2	-2	-1	-14	1	-10	-17
COc1ccc(C2CC(c3cccc(Br)c3)=NN2c2ccc(S(N)(=O)=O)cc2)cc1 (stereo not given)	0	-3	-8	2	-6	-25	22	5	0	-21	14
Cc1cc(C(=O)N/N=C/c2cccc([N+](=O)[O-])c2)c(C)n1-c1ccccc1	-63	5	-86	-70	-15	-61	-7	-6	-73	2	39
CCOC(=O)Cn1nc(C)n(-c2ccc(Cl)cc2)c1=O	-20	7	-19	2	-1	-6	-3	-20	-36	-9	-13
COC(CNC(=O)C(C)n1nc(C)c2ccccc21)OC (stereo not given)	-6	2	7	9	-1	-5	11	17	-1	-6	13
COc1cccc(CN(C)C(=O)CSCC(=O)Nc2ccc(C)cc2)c1OC	0	8	6	11	0	-12	-28	-1	0	3	-7
Cc1nc(SC2CCOC2=O)c2c(C)c(C)sc2n1 (stereo not given)	10	-13	-1	17	4	-4	3	28	-36	10	-6
CCOC(=O)CSc1nc(-c2ccccc2)ns1	-10	-50	4	-3	-11	-1	-5	-5	-9	-4	15
O=[N+]([O-])c1cccc(-c2ccn[nH]2)c1	-4	-3	-5	-5	3	-6	13	-10	7	-15	-13
CC(=O)Nc1sc(N/N=C/c2ccccc2)nc1-c1ccc(C)cc1	-13	-48	-26	-36	-1	0	-1	18	-22	-11	1
O=C(NC1CCCC1)C(c1ccco1)N(C(=O)c1ccco1)c1ccc(F)cc1 (stereo not given)	6	5	-7	4	-3	10	2	-10	3	3	-6
CC(C)(C)C(=O)/C=C(\N)c1ccncc1	5	2	7	1	-1	3	0	6	12	8	-5
COc1ccc2sc3ccccc3c(=O)c2c1	-60	-87	-64	-40	-26	-37	11	6	-58	-58	3
COCNc1nc(OCC#N)nc(N(C)C)n1	-7	-1	9	2	2	6	0	4	1	-14	12
N#Cc1ccc(-c2nc3ccc(Cl)cn3c2Cc2ccccc2)cc1	10	-29	-59	8	·	-10	-5	-24	-11	-6	-6
Cc1ccc(C)n1Cc1ccccc1Cl	-28	-3	-12	13	-29	20	5	-4	18	-4	2
COC(=O)c1ccc2nc(-c3ccc(OC)c(OC)c3)c(Cc3ccc(C)cc3)n2c1	-4	-21	24	-3	·	-2	-14	-65	-7	-18	-2

These rows are one share of the data; rates above refer to the full screens.
